# Myeloid diff MLP = induction of myeloid progenitor differentiation, primary screen, cell-based, flow cytometry, MLPCN library | ER-HoxA9 myeloid progenitors, lysozyme-GFP differentiation | 1% of 360,000 active | calls only at 10 µM;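 active = normalized GFP-positive differentiation at or above the plate's own cutoff, the solvent-only control mean plus 3 SD; inconclusive = no clear call, values can overlap the other calls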;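 note: cells exposed to compound for four days before flow analysis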
# PhoP inhibition = inhibitors of PhoP regulon expression, primary screen, Salmonella Typhimurium, GFP reporter (AID 1863). S. Typhimurium PhoP-regulated promoter GFP reporter, 4 h; higher % means a stronger effect. inhibition, % at 50 µM; hits with a dose series show IC50 in µM. 0.16% of 300,000 active;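 active = inhibition over 29.93%, a cutoff 3 SD above the screen mean, later confirmed by dose response; inconclusive = inhibition over 29.93% but no dose response follow-up; inactive = inhibition at most 29.93% or unconfirmed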;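 note: 0% = low Mg2+ inducing control and 100% = high Mg2+ repressing control; strong numbers were not always called active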
# KOR beta-arrestin-1 = KOR antagonists, beta-arrestin recruitment, cell-based, luminescence, uHTS (AID 1778). Kappa-type opioid receptor (Homo sapiens). KOR beta-arrestin recruitment, luminescence, antagonist mode; higher % means a stronger effect. one-dose inhibition, % at 10 µM; IC50 in µM for titrated hits. 0.091% of 290,000 active; note: strong numbers were not always called active
# LYP phosphatase = inhibitors of LYP phosphatase, biochemical, fluorescence intensity, uHTS (AID 1779); Tyrosine-protein phosphatase non-receptor type 22 (Homo sapiens); recombinant LYP phosphatase, fluorescence intensity; higher % means a stronger effect; one-dose inhibition, % at 11.5 µM; IC50 in µM for titrated hits; 0.054% of 290,000 active;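 note: plate controls were vehicle with enzyme for no effect and no enzyme for full effect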
# HIV peptide binding = inhibitors of HIV fusion peptide binding, primary screen, biochemical, uHTS, fluorescence dequenching (AID 1986); cell-free peptide binding, fluorescence dequenching, 30 min; higher % means a stronger effect; inhibition, % at 20 µM; hits with a dose series show IC50 in µM; 0.3% of 290,000 active; in the data active = inhibition mostly above about 52%, no sharp cut-off; inactive = mostly below about 76%; note: some results filed as inactive read as strong as hits
# KOR beta-arrestin-2 = KOR agonists, beta-arrestin recruitment, primary screen, cell-based, luminescence, uHTS (AID 1777); Kappa-type opioid receptor (Homo sapiens); KOR beta-arrestin recruitment, luminescence; higher % means a stronger effect; 0.02% of 280,000 active; activation, % at 10 µM, or EC50 in µM where a hit was titrated; in the data active = activation above about 50%, passing the limit was not always enough; note: a part of the inactive calls stands beside numbers as strong as those of hits
# SIAH1 antagonists = Siah-1 peptide-binding antagonists, primary screen, biochemical, fluorescence polarization, rhodamine-plectin, uHTS (AID 1817) | one-dose displacement, % at 20 µM; IC50 in µM for titrated hits | 0.02% of 290,000 active | E3 ubiquitin-protein ligase SIAH1 (Homo sapiens) | Siah-1 / rhodamine-plectin peptide fluorescence polarization; higher % means a stronger effect;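 active = displacement of at least 50% at 20 µM, with a fluorescence ratio check between 0.3 and a set limit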;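 note: plate controls were Siah plus tracer with DMSO for no effect and tracer alone without Siah for full effect; strong numbers were not always called active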
# HEK293 NOD2/NF-kB = NOD2 signaling inhibitors, cell-based, luminescence, uHTS, HEK293 (AID 1566). HEK293 NOD2/NF-kB luciferase reporter, luminescence; higher % means a stronger effect. inhibition, % at 4 µM; hits with a dose series show EC50 in µM. 0.63% of 290,000 active; note: many of its hits are not listed in these tables
# NOD1 inhibition = NOD1 signaling inhibitors, primary screen, cell-based, luminescence, uHTS (AID 1578). NOD1-driven NF-kB luciferase reporter cells, luminescence; higher % means a stronger effect. one-dose inhibition, % at 4 µM; EC50 in µM for titrated hits. 1% of 290,000 active; in the data active = inhibition mostly above about 36%, no sharp cut-off; inactive = mostly below about 34%;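 note: HEK-293T reporter cells stimulated with the NOD1 agonist gamma-tri-DAP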
# Myeloid diff MLP GFP+ MAC1+ % = also measured in Myeloid diff MLP; calls as there; GFP+ MAC1+ double positive, %; measured here: differentiation confirmed by MAC1 staining
# * = called active by the depositor; i = inactive; ? = inconclusive; . = not tested or not shown; [ ] = dose if it differs, or a comment. Cut-off read from the data, not from the text of the source, unless noted: active = inhibition above about 50%; inactive = the rest. These rows are one share of the data; rates above refer to the full screens.
SMILES,Myeloid diff MLP,Myeloid diff MLP GFP+ MAC1+ %,PhoP inhibition,KOR beta-arrestin-1,LYP phosphatase,HIV peptide binding,KOR beta-arrestin-2,SIAH1 antagonists,HEK293 NOD2/NF-kB,NOD1 inhibition
Cc1ccc(NC(=O)CC2S/C(=N/c3nccs3)N(C)C2=O)c(C)c1 (stereo not drawn),i,1.0,-5%,.,-3%,-0.9%,-3.4%,-5%,-7%,15%
COc1ccccc1N1CCN(C2CCCN(S(=O)(=O)c3cccc(Cl)c3)C2)CC1 (stereo not drawn),i,0.2,-5%,-9%,0%,-1.4%,-0.6%,-5%,-6%,-29%
COc1ccccc1N(C(=O)c1ccncc1)c1nc(-c2ccc([N+](=O)[O-])cc2)cs1,i,0.3,11%,0%,3%,-2.0%,-1.0%,-4%,19%,42%
CCCCNS(=O)(=O)c1ccc2nc(-c3cccnc3)cc(C(=O)NCC(OC)OC)c2c1,i,0.4,1%,-8%,-7%,3.0%,-6.8%,5%,4%,-4%
Cc1nc(SCC(=O)OCc2ccccc2)c2c(=O)n(C)c(=O)n(C)c2n1,i,1.9,9%,-46%,1%,0.1%,12%,-1%,2%,17%
Cc1ccc(NC(=O)CNc2ccccc2CN(C)C2CCCCC2)cc1,i,0.7,2%,-10%,1%,-0.9%,4.0%,-6%,-8%,-18%
CC(C)Cn1c(-c2ccncc2)n[nH]c1=S,i,0.1,-10%,17%,2%,-1.3%,-4.5%,-1%,1%,-27%
CC12CCC(C(=O)Nc3ccccc3-n3cccc3)(CC1=O)C2(C)C (stereo not drawn),i,0.1,-7%,-5%,-3%,-1.3%,-1.0%,-2%,6%,-25%
O=C(CSc1nnc(-c2ccncc2)n1Cc1ccco1)c1ccc(Cl)cc1,i,1.5,9%,17%,-3%,2.3%,3.7%,-4%,2%,-15%
CCOC(=O)c1[nH]c2ccccc2c1NC(=O)Nc1ccc(OC)cc1,i,1.2,-13%,9%,3%,1.2%,-3.3%,3%,-2%,-16%
Cc1[nH]nc(NCCO)c1[N+](=O)[O-],i,0.2,2%,-8%,-5%,-1.3%,-6.0%,0%,8%,-11%
Cc1ccc(NC(=O)c2cc3ccccc3cc2O)cc1,i,0.3,1%,-36%,-8%,1.0%,-1.8%,1%,-35%,18%
C=CCc1cccc2cc(C(=O)Nc3ccc(F)cc3)c(=O)oc12,i,0.2,9%,-17%,-1%,0.6%,3.6%,5%,-5%,-48%
CCOC(CNC(=O)c1cccc([N+](=O)[O-])c1)OCC,i,0.4,-6%,22%,-2%,2.9%,-0.5%,1%,16%,-8%
COc1ccccc1N1CCN(Cc2nc(N)nc(Nc3ccc(C)c(Cl)c3)n2)CC1,i,0.9,17%,14%,3%,-0.3%,-3.2%,4%,-1%,-13%
COc1ccc(N=Nc2cc(C)ccc2O)cc1,i,0.2,-4%,15%,-5%,-2.3%,0.3%,-4%,-147%,-4%
O=S(=O)(c1ccc(F)cc1)c1nc(-c2ccc(F)cc2)oc1NCCN1CCOCC1,i,1.1,2%,-18%,4%,3.4%,4.4%,0%,19%,10%
COc1ccc(C(=O)NC(=S)Nc2ccc3oc(=O)ccc3c2)cc1[N+](=O)[O-],i,6.6,5%,-13%,1%,-4.1%,-6.9%,-9%,20%,12%
CCOC(=O)c1sc2nc(CSc3ccccc3)nc(N3CCCN(C)CC3)c2c1C,i,0.1,2%,-53%,-4%,0.4%,7.9%,0%,-7%,-7%
CC(C)CC(OC(=O)c1cccs1)C(=O)NCc1ccco1 (stereo not drawn),i,1.1,0%,20%,-8%,13%,0.9%,13%,19%,-7%
CC(=O)c1ccc(C(=O)N2CCCC(C(=O)c3ccc(Cl)cc3)C2)s1 (stereo not drawn),?,.,-6%,-11%,7%,1.0%,-0.2%,0%,7%,-38%
Cc1ccc(-c2csc(C3=C(O)CN(NC(=O)c4ccco4)C3=N)n2)cc1,i,0.8,-13%,30%,-7%,-2.8%,-1.0%,16%,8%,-4%
O=C(NNC(=O)c1ccccc1Br)c1ccc(Cl)cc1,i,7.0,9%,-11%,1%,1.4%,2.2%,1%,-27%,-28%
O=C(c1ccc(CSCc2ccccc2F)o1)N1CCN(c2ccc(N3CCOCC3)nn2)CC1,i,3.0,-3%,27%,1%,-2.2%,-2.9%,2%,7%,-12%
Cn1ccnc1SCc1nc2c(cnn2-c2ccccc2)c(=O)[nH]1,i,0.5,0%,-18%,2%,10%,-4.2%,-6%,-13%,-49%

# Of the compounds above, these contain fluorine.
SMILES,Myeloid diff MLP,Myeloid diff MLP GFP+ MAC1+ %,PhoP inhibition,KOR beta-arrestin-1,LYP phosphatase,HIV peptide binding,KOR beta-arrestin-2,SIAH1 antagonists,HEK293 NOD2/NF-kB,NOD1 inhibition
C=CCc1cccc2cc(C(=O)Nc3ccc(F)cc3)c(=O)oc12,i,0.2,9%,-17%,-1%,0.6%,3.6%,5%,-5%,-48%
O=S(=O)(c1ccc(F)cc1)c1nc(-c2ccc(F)cc2)oc1NCCN1CCOCC1,i,1.1,2%,-18%,4%,3.4%,4.4%,0%,19%,10%
O=C(c1ccc(CSCc2ccccc2F)o1)N1CCN(c2ccc(N3CCOCC3)nn2)CC1,i,3.0,-3%,27%,1%,-2.2%,-2.9%,2%,7%,-12%

# (listing goes on)
SMILES,Myeloid diff MLP,Myeloid diff MLP GFP+ MAC1+ %,PhoP inhibition,KOR beta-arrestin-1,LYP phosphatase,HIV peptide binding,KOR beta-arrestin-2,SIAH1 antagonists,HEK293 NOD2/NF-kB,NOD1 inhibition
Cc1sccc1/C=N/NC(=O)c1ccco1,i,0.7,1%,3%,-5%,-1.0%,-3.3%,6%,-4%,-47%
CCCNC(=O)c1ccc(SCC(=O)N(CC)CC)c([N+](=O)[O-])c1,i,0.8,2%,34%,-1%,3.2%,-1.7%,-2%,-4%,-16%
COc1ccc(CC(=O)NC(=S)NNC(=O)COc2c(C)cccc2C)cc1,i,0.9,15%,-18%,1%,1.5%,1.2%,10%,13%,-19%
Cc1nc2cc(NS(=O)(=O)c3ccccc3F)ccc2s1,i,0.4,5%,30%,-6%,-0.9%,3.4%,-2%,14%,10%
Cc1c(N=Cc2c(O)n(C3CCCCC3)c(=O)[nH]c2=O)c(=O)n(-c2ccccc2)n1C,i,0.4,-18%,-12%,-4%,0.0%,0.0%,-3%,18%,-15%
COc1ccc(/C=N/NC(=O)c2c([N+](=O)[O-])c(C)nn2C)cc1,i,0.4,0%,5%,2%,1.2%,-3.4%,1%,4%,-26%
CCn1c(Cc2ccccc2)nnc1SCC(=O)Nc1ccc(N)cc1,i,0.5,-4%,9%,-12%,-1.8%,-0.5%,-5%,18%,0%
O=C(CSc1nc2ccccc2c(=O)n1NC(=O)c1ccccc1)c1ccccc1,i,3.0,-4%,12%,0%,-2.4%,-5.3%,0%,12%,-32%
CC1Cc2nc(SCC(=O)OCc3ccccc3)n(C)c(=O)c2S1 (stereo not drawn),i,3.2,10%,11%,-2%,-4.2%,-0.6%,6%,12%,13%
COc1ccc(OC)c(C(=O)c2ccc(C(=O)Nc3ccc(NC(C)=O)cc3)cc2)c1,.,.,-13%,-9%,-4%,-0.8%,17%,0%,7%,-22%
Cc1[nH]n(-c2ccc(F)cc2)c(=O)c1/C=N/c1sc2c(c1C#N)CCCC2,i,1.2,-5%,-5%,2%,4.4%,3.0%,8%,29%,3%
COc1ccc(OC)c(Nc2nc(-c3sc(N)nc3C)cs2)c1,i,4.9,7%,6%,5%,18%,-1.6%,-3%,6%,-23%
CCOc1ccc(-n2ccc(=O)c(C(=O)O)n2)cc1,i,0.5,-10%,-6%,-2%,-1.5%,0.2%,-3%,-15%,1%
COc1ccc(CNC(=O)CCCn2nc(C)c([N+](=O)[O-])c2C)cc1,i,1.3,0%,-14%,-6%,-0.5%,-1.8%,3%,10%,-26%
COc1ccc(-c2csc(Nc3ccc(S(N)(=O)=O)cc3)n2)cc1OC,i,0.3,-8%,-30%,4%,-0.3%,6.9%,-5%,13%,31%
CCC(=O)Nc1ccc(NC(=S)NC(=O)/C=C/c2ccco2)cc1,i,0.1,-7%,.,2%,-0.6%,.,-7%,-2%,-8%
O=[N+]([O-])c1cc([N+](=O)[O-])c(Oc2cncc(Cl)c2)cc1NN1CCCCC1,i,0.3,.,-182%[20 µM],-5%,-1.5%,2.0%,-7%,8%,-16%
CCCN(Cc1ccccc1)C(=O)Nc1ccc2c(c1)nnn2C,i,4.2,18%,31%,-7%,-0.8%,-3.5%,3%,-2%,-21%
CCOc1ccc(/C=N/NC(=O)c2cccc3ccccc23)c(OCC)c1,i,1.0,1%,-5%,1%,-0.3%,-0.5%,0%,3%,-26%
Cn1c(C(=O)N2CCCC(C(=O)NCCCc3ccccc3)C2)cc2sccc21 (stereo not drawn),i,6.6,-10%,22%,4%,-0.9%,-0.9%,1%,8%,-19%
Cc1cc(C)c2c(N)c(C(=O)Nc3cccc(C)c3C)sc2n1,i,0.7,5%,3%,-10%,0.1%,2.7%,-3%,-54%,-13%
CCN(CC)CCN1C(=O)C(=O)/C(=C(/O)c2ccc(S(=O)(=O)N3CCOCC3)cc2)C1c1ccc(C)cc1 (stereo not drawn),i,9.2,-7%,18%,2%,-1.1%,3.1%,-2%,-2%,-29%
CC(C)NC(=S)N/N=C/c1ccccc1[N+](=O)[O-],i,0.7,2%,7%,2%,-3.1%,-5.0%,7%,-10%,-30%
O=c1[nH]ncc2c3ccccc3n(Cc3ccccc3)c12,i,0.6,-5%,-7%,0%,-0.2%,-1.5%,4%,33%,36%
Cc1ccc2nc(-c3ccc(NC(=O)c4ccco4)cc3)[nH]c2c1,i,5.7,-5%,30%,-3%,14%,-3.5%,4%,-83%,-40%
CCc1ccc(-c2cc(C)no2)cc1S(=O)(=O)Nc1cc(C)ccn1,i,0.5,10%,-22%,-9%,-0.2%,-0.3%,0%,13%,-18%

# An excerpt from above, reduced to KOR beta-arrestin-2, HIV peptide binding and KOR beta-arrestin-1.
Molecule	KOR beta-arrestin-2	HIV peptide binding	KOR beta-arrestin-1
Cc1ccc(NC(=O)CNc2ccccc2CN(C)C2CCCCC2)cc1	4.0%	-0.9%	-10%
CC(C)Cn1c(-c2ccncc2)n[nH]c1=S	-4.5%	-1.3%	17%
CC12CCC(C(=O)Nc3ccccc3-n3cccc3)(CC1=O)C2(C)C (stereo not drawn)	-1.0%	-1.3%	-5%
O=C(CSc1nnc(-c2ccncc2)n1Cc1ccco1)c1ccc(Cl)cc1	3.7%	2.3%	17%
CCOC(=O)c1[nH]c2ccccc2c1NC(=O)Nc1ccc(OC)cc1	-3.3%	1.2%	9%

# Bioassay records deposited in PubChem by several laboratories.
